# Bioassay records as filed in PubChem.
# PvdQ inh: P. aeruginosa PvdQ acylase inhibitors, primary screen, biochemical, fluorescence, plate reader and imaging, single point. purified PvdQ acylase. inhibition, % at 10 µM. 0.063% of 340,000 active. AID 488965, 2010; in the data active = inhibition above about 30%, passing the limit was not always enough;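 also: 0% = vehicle neutral wells and 100% = reference inhibitor wells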
# SR-BI uptake up: activators of SR-BI mediated DiI-HDL uptake, primary screen, ldlA[mSR-BI] CHO cells, DiI fluorescence. 3 h; 100 = double the neutral-control signal. activation, % at 12.5 µM. 0.096% of 320,000 active;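 active = mean replicate activation of at least 60% and every replicate at or above 60%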;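 also: 0% = median plate neutral-control signal and 100% = twice that signal; values of inactives mirror those of a sister screen read the other way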
#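 Material: SR-BI-overexpressing, LDLR-lacking CHO cells | Dosing: Single compound concentration, delivered by pin transfer | Probe or stimulus: Labelled HDL, 10 µg/mL | Signal: Bottom-read cell fluorescence after medium removal, ex 550/em 595 nm | Schedule: 3 h, 37 °C | Evaluation: HDL uptake via cellular fluorescence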
# SR-BI DiI inh: inhibitors of SR-BI mediated HDL lipid uptake, primary screen, ldlA[mSR-BI] cells, fluorescence, single point. 0.96% of 320,000 active. Scavenger receptor class B member 1 (Mus musculus), Q61009. AID 488896, 2010. inhibition, % at 12.5 µM. ldlA[mSR-BI] CHO cells, DiI-HDL uptake fluorescence, 3 h;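 active = mean replicate inhibition of at least 70% and a set share of replicates each scoring 70 or more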;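 also: 0% = median of neutral control wells and 100% = median of positive control wells; values of inactives mirror those of a sister screen read the other way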
# Cardiac RTF inh: cardiac RTF calcium sensitivity inhibitors, primary screen, biochemical, IANBD-TnC fluorescence, EC70 calcium; 0.12% of 340,000 active; AID 493244, 2011; IANBD-labeled cardiac RTF, Ca2+ fluorescence; inhibition, % at 7.15 µM; Troponin I, cardiac muscle (Homo sapiens) + Troponin T, cardiac muscle (Homo sapiens) + …;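 active = inhibition above the mean inhibition of all tested compounds plus 3 SD, cut at about 17% in these data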;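 also: assay run at fixed EC70 calcium of 1.6 mM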
# PKA-R2B activ: activators of PKA-R2B holoenzyme, primary screen, biochemical, fluorescence polarization, Cy5-IP20, human | PKA-R2B holoenzyme dissociation; R2B truncated from residue 108, S112A mutant; 0% DMSO only, 100% 113 µM cGMP | activation, % at 11.4 µM | 0.079% of 340,000 active | cAMP-dependent protein kinase catalytic subunit beta (Homo sapiens) + cAMP-dependent …;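 active = activation above a cutoff set at the mean over all compounds plus 3 SD, cut at about 18% in these data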;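 also: higher means more holoenzyme dissociation and a rise in polarization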
# Target sequence (P31323 whole entry, looked up, other chains not shown, the tested form may be a part): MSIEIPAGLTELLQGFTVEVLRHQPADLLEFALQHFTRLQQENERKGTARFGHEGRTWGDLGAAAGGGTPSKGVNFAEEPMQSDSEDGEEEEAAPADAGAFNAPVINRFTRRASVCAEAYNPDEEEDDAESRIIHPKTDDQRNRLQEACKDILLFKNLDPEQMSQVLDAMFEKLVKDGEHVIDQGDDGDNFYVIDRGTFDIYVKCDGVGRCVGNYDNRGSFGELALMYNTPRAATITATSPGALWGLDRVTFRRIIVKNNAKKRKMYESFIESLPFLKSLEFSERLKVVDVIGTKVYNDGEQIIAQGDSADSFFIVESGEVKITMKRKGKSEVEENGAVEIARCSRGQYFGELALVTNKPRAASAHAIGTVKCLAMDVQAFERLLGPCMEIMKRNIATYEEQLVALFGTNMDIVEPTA
# LANA DNA inh: inhibitors of KSHV C-LANA binding to DNA, primary screen, biochemical, fluorescence polarization, FAM-LBS DNA, MBP-C-LANA, single point; Kaposi's sarcoma herpesvirus LANA C-terminal domain (residues 932-1162) DNA binding; inhibition, % at 9 µM; 0.078% of 340,000 active; AID 504423, 2011;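 active = highest replicate inhibition at or above 60% at 9 µM, even if other replicates fall short; inactive = all replicates below 60% inhibition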;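 also: 0% = neutral control wells and 100% = 4 µM acridine orange control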
# NSD2 inh: NSD2 histone methyltransferase inhibitors, primary screen, biochemical, AlphaScreen, single concentration, set 2 | Histone-lysine N-methyltransferase NSD2 (Homo sapiens), O96028 | NSD2 peptide methylation, 120 min | inhibition, % at 12.5 µM | 0.54% of 310,000 active; in the data active = inhibition above about 50%
# Keap1 Nrf2 FP: Keap1-Nrf2 protein-protein interaction inhibitors, primary screen, biochemical, fluorescence polarization, single point. Kelch-like ECH-associated protein 1 (Homo sapiens), Q14145. inhibition, % at 9.4 µM. 0.15% of 340,000 active. Keap1 Kelch-Nrf2 peptide fluorescence polarization, 1536-well; in the data active = inhibition above about 12%;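 also: human Keap1 Kelch domain with fluorescein labeled Nrf2 9mer peptide probe; 0% = neutral control wells and 100% = peptide positive control; higher means more block of Keap1 binding to Nrf2 peptide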
# DAGLB inhibitor: DAGLB lipase inhibitors, primary screen, biochemical, fluorescence, HTS | 0.059% of 340,000 active | inhibition, % at 5.17 µM | AID 504411, 2011 | HEK293T DAGLB membrane lysate, EnzChek fluorogenic substrate; in the data active = inhibition above about 34%;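 also: 0% = enzyme with vehicle and 100% = wells lacking enzyme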
# Target sequence (Q8NCG7 whole entry, looked up): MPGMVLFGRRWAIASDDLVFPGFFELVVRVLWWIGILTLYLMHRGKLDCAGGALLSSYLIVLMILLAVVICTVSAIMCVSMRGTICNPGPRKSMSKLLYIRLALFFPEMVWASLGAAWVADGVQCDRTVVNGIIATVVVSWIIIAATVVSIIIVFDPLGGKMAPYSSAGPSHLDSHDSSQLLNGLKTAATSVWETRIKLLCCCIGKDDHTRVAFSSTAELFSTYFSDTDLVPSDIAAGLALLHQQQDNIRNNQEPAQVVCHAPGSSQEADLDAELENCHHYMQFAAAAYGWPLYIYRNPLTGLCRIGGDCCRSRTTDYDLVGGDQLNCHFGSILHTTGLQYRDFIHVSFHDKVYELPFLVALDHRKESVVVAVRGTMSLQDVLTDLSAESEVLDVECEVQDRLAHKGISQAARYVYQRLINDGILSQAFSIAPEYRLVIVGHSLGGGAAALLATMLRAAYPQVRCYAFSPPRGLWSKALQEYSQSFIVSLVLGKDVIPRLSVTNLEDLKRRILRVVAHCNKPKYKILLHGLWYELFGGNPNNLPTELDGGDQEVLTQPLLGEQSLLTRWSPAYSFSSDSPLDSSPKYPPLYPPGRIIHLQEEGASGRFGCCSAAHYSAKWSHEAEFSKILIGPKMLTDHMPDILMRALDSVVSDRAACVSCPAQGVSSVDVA
# Arr AP2 block: inhibitors of beta-arrestin/AP2 binding, primary screen, biochemical, GPCR trafficking, flow cytometry | beta-arrestin 1 C-terminal peptide binding to AP2 beta2-adaptin appendage (human) | FITC-arrestin peptide / GST-AP2 beads; AP2 beta2 appendage carries R879A mutation | 0.31% of 340,000 active | inhibition, % at 10 µM;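 active = inhibition above a set limit, near 3 SD of compounds lacking own fluorescence, cut at about 54% in these data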;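 also: plate controls were DMSO wells for no effect and 5 µM unlabelled arrestin peptide for full effect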
#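 Material – GST-tagged AP2 beta2-adaptin appendage (R879A) on 4 µm glutathione beads · Probe or stimulus – fluorescein-tagged arrestin peptide at 50 nM final · Timing – 12 min plus 1 h, RT · Detection – bead flow cytometry, FITC channel · Read-out basis – inhibition as reduced fluorescein signal on beads, percent · Medium – PBS plus Tween 20 (0.05%) and BSA (0.1%)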
# An asterisk follows results filed as active; / = no result given.
DAGLB inhibitor,SR-BI uptake up,Arr AP2 block,Keap1 Nrf2 FP,LANA DNA inh,NSD2 inh,SR-BI DiI inh,PvdQ inh,PKA-R2B activ,Cardiac RTF inh,canonical_smiles
-2.0,-0.8,-6.1,-7.7,0.8,0.6,0.8,-4.9,4.1,0.5,CN(C)CCN1C(=O)C(=O)/C(=C(/O)c2ccc3c(c2)OCCO3)C1c1ccccn1 (centres undefined)
-1.2,-60.4,4.3,3.7,1.7,0.9,60.4,-11.9,-4.7,-0.6,COc1ccc(C(F)(F)F)cc1NC(=O)c1nc2nc(C)cc(C(F)F)n2n1
0.7,4.4,42.2,0.7,-0.2,-2.3,-4.4,-2.5,2.1,-1.4,COc1ccc([N+](=O)[O-])cc1N(CC(=O)Nc1ccccc1C(=O)NC(C)C)S(C)(=O)=O
2.3,-5.2,21.8,-3.8,-0.8,1.3,5.2,17.2,-4.7,-6.7,Cc1cc(Cl)cc(Cl)c1OCCCCN(C)C
-2.3,-9.3,-21.3,-6.5,-1.2,1.6,9.3,-11.6,-1.3,-8.2,Cc1occc1C(=O)NC(C)C12CC3CC(CC(C3)C1)C2 (centres undefined)
-1.4,-34.6,-6.5,-1.4,0.6,0.0,34.6,-14.2,9.6,-14.2,COc1ccc(C)cc1-n1ccn(CC(=O)Nc2ccc(Br)cc2F)c(=O)c1=O
1.2,9.4,15.1,-3.3,-0.9,-3.2,-9.4,-8.7,-5.4,-22.2,O=C(O)C1CC(=O)N(CCc2c[nH]c3ccccc23)C1 (centres undefined)
-6.6,5.3,-12.9,-2.5,0.0,-1.7,-5.3,-12.0,9.7,-7.0,Cc1cccnc1NC(=O)c1ccc2c(c1)OCO2
-3.5,-11.9,-15.8,-4.3,0.4,0.3,11.9,-0.3,-6.0,-3.8,CCC(CC)c1nnc(NC(=O)c2ccco2)s1
0.3,-3.7,-1.9,-0.6,2.5,14.5,3.8,-9.0,0.3,-12.2,COC(CNC(=O)c1ccc(N2CCC3(CC2)OCCO3)c([N+](=O)[O-])c1)OC
8.9,1.0,-1.1,2.9,1.0,8.3,-1.0,-13.6,3.6,-3.7,Cc1sc(N(C(=O)CCc2ccccc2)c2ccc(C(=O)O)cc2)nc1-c1ccccc1
0.1,-4.9,30.9,4.8,-4.6,-0.1,4.9,-8.6,-6.7,-14.2,COc1ccccc1C(=O)N1CCN=C1SC
-8.3,-15.3,-19.7,1.1,-1.2,5.5,15.3,-14.7,-3.6,-12.9,O=C(c1ccc(S(=O)(=O)Cc2cc(F)ccc2F)c([N+](=O)[O-])c1)N1CCCC1
-1.3,1.2,7.1,-6.9,0.0,-1.1,-1.2,-7.5,-9.9,-8.5,C=CCn1cnc2c(sc3nc(C)cc(C)c32)c1=O
1.4,5.8,-0.1,-2.2,0.2,-5.6,-5.8,-11.5,4.4,-0.7,CCCC(=O)C1=C(O)C(C(=O)OC)C(C)(C)CC1=NC (centres undefined)
2.0,22.7,-14.2,-1.4,0.2,-1.7,-22.7,8.1,1.7,2.5,CC1CCN(C(=O)C(NS(=O)(=O)c2cccc3nsnc23)C(C)C)CC1 (centres undefined)
-4.1,9.7,5.0,0.4,2.1,0.9,-9.7,-2.7,-11.1,3.0,Cc1ccnc(NC(=O)COc2ccc3oc4c(c3c2)CCCC4)c1
1.8,29.4,2.0,7.9,-8.4,/,-29.4,-2.6,0.3,0.2,Cc1nn2c(-c3ccncc3)ccnc2c1Cl
-22.4,12.5,7.8,3.3,-1.3,-3.1,-12.5,-8.8,-12.9,6.0,Cc1ccc(NS(=O)(=O)c2ccc(C3CCCCC3)cc2)cc1
-2.2,21.6,-0.4,1.5,0.6,0.1,-21.6,-1.7,5.2,4.0,CCOc1ccc(-c2nnc3sc(COc4ccc(C)cc4)nn23)cc1
-2.6,8.7,18.2,1.5,0.8,1.8,-8.7,0.8,15.3,-1.2,CCN(CC)C(=O)CN(c1ccc(F)c(Cl)c1)S(C)(=O)=O
-0.8,-49.3,2.2,1.1,0.3,/,49.3,-1.3,-2.8,-8.4,COc1ccc(-c2nc(SCC(=O)NC3CCCC3)c(-c3ccc(OC)cc3)[nH]2)cc1
-5.2,-29.7,-7.8,3.1,0.3,-5.2,29.7,-7.8,-7.3,2.8,N#Cc1ccccc1OCc1cccc(S(=O)(=O)N2CCOCC2)c1
-0.7,14.2,1.6,0.0,1.6,-1.3,-14.2,7.9,-6.2,0.5,O=C(Nc1ccccc1)Nc1cc([N+](=O)[O-])ccc1F
2.8,-13.9,2.3,-4.0,0.5,/,13.9,6.1,1.6,-6.3,COc1ccc(-n2c(Cc3cccn3C)nnc2SCC(=O)Nc2ccccc2C)cc1
0.0,-17.9,-7.5,-2.8,-3.2,-3.2,17.9,-14.9,-8.5,3.8,Cc1cc(C)cc(N(C(C)C(=O)NCCC2=CCCCC2)S(C)(=O)=O)c1 (centres undefined)
0.2,-16.8,-12.5,-6.3,1.1,-0.9,16.8,-1.4,-3.0,-1.7,CCN1C(=O)c2cccc3c(NC(=O)c4cccc(N5C(=O)CCC5=O)c4)ccc1c23
-4.4,0.9,30.1,1.3,-0.5,-2.2,-0.9,2.7,-18.2,4.7,O=C(Nc1ccc(C(F)(F)F)cc1)c1csc(-c2ccncc2)n1
-2.7,3.8,37.9,-1.5,1.5,-1.9,-3.8,8.2,-13.1,1.7,CSC(=Nc1ccccc1)Nc1ccccc1
-1.7,0.7,-6.7,-1.9,-0.7,-5.0,-0.7,-10.3,6.0,-1.7,CC(C)[C@H](NC(=O)C1CCN(S(=O)(=O)c2ccccc2)CC1)C(=O)NCc1ccncc1
-2.3,-16.8,-8.2,1.5,-0.1,-4.6,16.8,-12.8,7.2,-7.4,O=C1CCOc2cc(OCc3ccccc3)ccc21
-0.6,/,-9.2,0.2,0.9,0.2,/,-17.3,4.1,1.4,COc1cc2c(cc1OC)CN(c1ccc(C(F)(F)F)cn1)CC2
-5.8,0.6,8.6,3.5,-0.3,1.1,-0.6,-4.2,7.3,-3.9,CC12COC3(C(=O)Nc4ccc5ccccc5c4)CC1CCC32C (centres undefined)
-2.6,-74.1,-0.3,-4.3,-0.3,/,74.1*,-5.4,3.8,-2.5,COc1ccc(C)c2sc(=NC(=O)c3ccccc3)n(C)c12
-2.3,19.1,-4.1,-2.0,0.5,0.2,-19.1,-13.2,8.0,5.3,CC1(C)CC(=O)C(C=NCCO)=C(O)C1
-7.9,-13.9,13.8,-3.1,0.6,-2.9,13.9,-0.6,4.9,-4.5,O=C(Nc1nc(-c2ccc(F)cc2)cs1)c1cnccn1
-2.9,3.1,15.1,-2.8,-1.3,5.1,-3.1,-0.2,-2.0,7.8,Cn1cccc1-c1cc(C(=O)N/N=C/c2ccc(Cl)cc2)[nH]n1
2.3,-11.5,11.3,-1.5,-1.4,5.1,11.5,-5.3,-7.0,-22.1,CC(C)c1ccccc1NC(=O)C1CCCN(C(=O)c2ccc(Cl)cc2)C1 (centres undefined)
1.3,-9.3,-1.0,-6.3,0.1,-0.1,9.3,-9.5,9.3,-4.0,Cc1cc(OCC(=O)N2CCN(c3ccccc3)CC2)c2c(C)c(C)c(=O)oc2c1
1.8,-31.4,-6.7,0.8,0.7,0.9,31.4,-12.4,-15.8,-6.3,O=C(Nc1cc(S(=O)(=O)N2CCOCC2)ccc1Cl)c1cc([N+](=O)[O-])ccc1Cl
-1.4,0.8,-5.9,-0.5,-1.3,-5.2,-0.8,-1.4,-2.9,-5.9,CCC1CCCCN1C(=O)CCC(=O)Nc1nnc(C(F)(F)F)s1 (centres undefined)
-4.3,5.8,6.5,4.2,2.1,-0.1,-5.8,7.6,-0.8,-1.4,CCOC(=O)c1c(C)[nH]c(C(=O)OCC(=O)N2CC(C)OC(C)C2)c1C (centres undefined)
0.7,18.1,-14.3,-1.8,-0.6,6.6,-18.1,-3.8,-10.4,-10.3,CCn1cc(/C=C(\NC(=O)c2ccccc2F)C(=O)N2CCCC2)c2ccccc21
3.1,1.9,-7.1,0.1,0.3,-2.9,-1.9,-10.6,2.4,-3.6,CN(C(=O)CN1C(=O)CCSc2ccc(S(=O)(=O)N3CCCC3)cc21)c1ccccc1
5.6,-8.6,34.3,1.9,0.0,-0.3,8.6,-6.4,-2.6,0.8,O=C(c1cc(-c2ccccc2)nn1-c1ccccc1)N1CCN(S(=O)(=O)c2cccc(F)c2)CC1
-9.1,-2.8,-8.2,-4.0,0.7,-0.2,2.8,-25.5,0.1,-14.4,NC(=O)CSc1nc(C23CC4CC(CC(C4)C2)C3)nc2ccccc12
1.3,-0.6,-2.5,-1.4,-0.3,-1.9,0.6,-1.8,-22.1,-1.2,Cc1csc(NC(=O)Cn2cnnn2)n1
-1.3,33.0,5.0,-8.1,0.0,-1.6,-33.0,2.5,6.0,-3.9,Cc1ccc(S(=O)(=O)NNC(=O)C2Cc3c(ccc4ccccc34)O2)cc1 (centres undefined)
-0.8,21.5,-0.2,-2.6,-2.5,-1.9,-21.5,-12.7,4.6,-6.8,NC(=O)c1ccc(NC(=O)COC(=O)CCN2C(=O)c3ccccc3C2=O)cc1

# Marked active in SR-BI DiI inh, of those listed so far:
DAGLB inhibitor,SR-BI uptake up,Arr AP2 block,Keap1 Nrf2 FP,LANA DNA inh,NSD2 inh,SR-BI DiI inh,PvdQ inh,PKA-R2B activ,Cardiac RTF inh,canonical_smiles
-2.6,-74.1,-0.3,-4.3,-0.3,/,74.1*,-5.4,3.8,-2.5,COc1ccc(C)c2sc(=NC(=O)c3ccccc3)n(C)c12

# Structural class, those above with a COOH group.
DAGLB inhibitor,SR-BI uptake up,Arr AP2 block,Keap1 Nrf2 FP,LANA DNA inh,NSD2 inh,SR-BI DiI inh,PvdQ inh,PKA-R2B activ,Cardiac RTF inh,canonical_smiles
1.2,9.4,15.1,-3.3,-0.9,-3.2,-9.4,-8.7,-5.4,-22.2,O=C(O)C1CC(=O)N(CCc2c[nH]c3ccccc23)C1 (centres undefined)
8.9,1.0,-1.1,2.9,1.0,8.3,-1.0,-13.6,3.6,-3.7,Cc1sc(N(C(=O)CCc2ccccc2)c2ccc(C(=O)O)cc2)nc1-c1ccccc1
